# ADAM10 inh: inhibitors of human ADAM10; O14672; recombinant ADAM10, EDANS/DABCYL FRET peptide cleavage, 3 h; inhibition, % at 7 µM; actives 0.62% (n = 370,000);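 active = inhibition above a per-campaign cutoff equal to the mean of compounds falling between control-based bounds plus 3 SD, cut at about 20% in these data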;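 note: 0% = DMSO wells while the 100% control is not disclosed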
# hcDAF12 agonist: activators of H. contortus DAF-12 nuclear receptor; HEK293 hcDAF-12 lit1-tk-luc reporter, luminescence; 0% DMSO, 100% Δ7-dafachronic acid; activation, % at 6.8 µM; actives 1.4% (n = 370,000); AID 652067;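 active = activation above the mean of all tested compounds plus 3 SD, cut at about 5.5% in these data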;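 note: 100% = response to 3 µM Δ7-dafachronic acid high control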
# ADAM17 inh: ADAM17 inhibition, QFRET primary screen. recombinant ADAM17, EDANS/DABCYL FRET peptide cleavage. inhibition, % at 6.95 µM. actives 0.83% (n = 370,000). AID 720648;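 active = inhibition above the mean of compounds lying between control limits plus 3 SD, set per campaign, cut at about 8.5% in these data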;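 note: 0% = DMSO-only wells as the low control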
# DAX1 inh-1: blocks DAX1 repression of SF-1 activated StAR promoter; HEK293T StAR-luciferase reporter, SF-1/DAX-1 repression relief; inhibition, % at 6.8 µM; actives 1.1% (n = 370,000); AID 652010;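 active = inhibition above the mean over all tested compounds plus 3 SD, cut at about 3.6% in these data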;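 note: 0% = DAX-1 cells with DMSO and 100% = cells lacking DAX-1 with DMSO; higher inhibition means more luminescence from relief of DAX-1 repression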
# PLCg1 inh: inhibitors of human phospholipase C gamma1. AID 720700. purified PLC-gamma1, fluorogenic substrate, fluorescence. actives 0.84% (n = 370,000). inhibition, % at 12.2 µM. P19174; in the data active = inhibition above about 9.5%
# DAX1 inh-2: NR0B1 (DAX1) inhibition. P51843. HEK293 Gal4-DAX1 luciferase reporter, luminescence. inhibition, % at 6.75 µM. actives 0.99% (n = 340,000). AID 504766;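 active = inhibition above the mean over all tested compounds plus 3 SD, cut at about 4.2% in these data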;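 note: 0% = DAX1-transfected cells with DMSO and 100% = empty-vector control cells with DMSO; inhibition shows as a rise in luminescence from relieved DAX1 repression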
# PLCb3 inh: blocks human PLC-beta3 enzyme activity. Q01970. Purified PLC-beta3, fluorogenic substrate, fluorescence. inhibition, % at 12.2 µM. actives 0.18% (n = 370,000). AID 720704; in the data active = inhibition above about 11%;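 note: 0% = median of compound wells on plate and 100% = full blocker control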
# Target sequence (Q01970 whole entry, looked up): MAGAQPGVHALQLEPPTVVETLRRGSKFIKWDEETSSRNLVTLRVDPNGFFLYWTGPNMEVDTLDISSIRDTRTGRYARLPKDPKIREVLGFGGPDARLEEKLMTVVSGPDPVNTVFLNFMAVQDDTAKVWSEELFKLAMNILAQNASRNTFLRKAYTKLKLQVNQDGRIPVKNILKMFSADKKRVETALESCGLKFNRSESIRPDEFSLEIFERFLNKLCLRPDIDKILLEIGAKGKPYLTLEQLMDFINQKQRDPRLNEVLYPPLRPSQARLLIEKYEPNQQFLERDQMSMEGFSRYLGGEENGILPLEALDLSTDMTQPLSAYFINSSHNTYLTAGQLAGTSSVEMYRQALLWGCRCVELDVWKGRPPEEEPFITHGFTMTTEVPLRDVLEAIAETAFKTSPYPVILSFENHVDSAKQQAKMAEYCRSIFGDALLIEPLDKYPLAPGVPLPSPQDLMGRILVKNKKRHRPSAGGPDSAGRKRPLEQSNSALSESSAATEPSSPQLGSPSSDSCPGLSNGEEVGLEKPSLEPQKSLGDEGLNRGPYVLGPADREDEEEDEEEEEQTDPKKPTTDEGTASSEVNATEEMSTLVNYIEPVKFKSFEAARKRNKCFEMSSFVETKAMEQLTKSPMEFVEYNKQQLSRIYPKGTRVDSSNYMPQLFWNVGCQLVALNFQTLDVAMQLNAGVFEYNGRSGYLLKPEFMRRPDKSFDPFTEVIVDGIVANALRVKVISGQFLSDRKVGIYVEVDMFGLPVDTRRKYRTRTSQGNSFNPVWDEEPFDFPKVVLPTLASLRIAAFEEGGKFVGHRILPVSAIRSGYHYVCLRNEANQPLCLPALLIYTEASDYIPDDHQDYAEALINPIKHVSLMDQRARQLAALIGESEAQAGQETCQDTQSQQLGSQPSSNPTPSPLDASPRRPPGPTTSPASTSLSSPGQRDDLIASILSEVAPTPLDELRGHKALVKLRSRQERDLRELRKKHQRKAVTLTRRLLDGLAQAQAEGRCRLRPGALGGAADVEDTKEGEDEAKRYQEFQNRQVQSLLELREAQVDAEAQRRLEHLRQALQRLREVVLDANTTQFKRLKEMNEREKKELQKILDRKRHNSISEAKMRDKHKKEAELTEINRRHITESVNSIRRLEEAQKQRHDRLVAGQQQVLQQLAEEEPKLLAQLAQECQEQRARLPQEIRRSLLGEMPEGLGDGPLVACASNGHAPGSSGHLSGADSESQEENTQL
# hgDAF-12 ag: hgDAF-12 agonism, primary luciferase screen; AID 687014; activation, % at 6.8 µM; actives 1.8% (n = 370,000); HEK293 GAL4-hgDAF12 UAS-luciferase reporter, agonist luminescence; normalized to butyrate control;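 active = activation above a cutoff set at the mean of all screened compounds plus 3 SD, cut at about 10% in these data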;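 note: 0% = DMSO wells and 100% = sodium butyrate wells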
# HGIII-sPLA2 inh: Blocks human group III sPLA2 activity; QFRET BODIPY PC-A2 liposome hydrolysis, fluorescence; AID 743126; actives 0.56% (n = 370,000); inhibition, % at 12.2 µM; Q9NZ20;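 active = inhibition above mean plus 3 SD of compounds lying within the high and low control bounds, cut at about 19% in these data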;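 note: 0% = median of test compound wells and 100% = no enzyme DMSO wells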
# FXN GAA850 act: frataxin GAA850 promoter activation; HEK293 lucGAA850 FXN promoter luciferase reporter, 24 h; percent of 10 µM SAHA response; activation, % at 6 µM; actives 0.56% (n = 360,000); AID 540364;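 active = activation above the average of all compounds screened plus 3 SD, cutoff fixed separately per campaign, cut at about 7.5% in these data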;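 note: 0% = DMSO wells and 100% = 10 µM SAHA wells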
# ssDAF-12 act: activates DAF-12 receptor from parasite S. stercoralis; actives 1% (n = 370,000); activation, % at 6.8 µM; HEK293 ssDAF-12/GRIP1 lit1-tk-luc reporter, luminescence; % of 3 µM dafachronic acid response;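 active = activation above the mean over all tested compounds plus 3 SD, cut at about 0.9% in these data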;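 note: 0% = DMSO-only wells and 100% = 3 µM delta7-dafachronic acid wells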
# * hit, by the source's call; i = inactive; · = not tested or not shown; & = joins results of further samples.
SMILES,ADAM10 inh,hcDAF12 agonist,ADAM17 inh,DAX1 inh-1,PLCg1 inh,DAX1 inh-2,PLCb3 inh,hgDAF-12 ag,HGIII-sPLA2 inh,FXN GAA850 act,ssDAF-12 act
Nn1c(SCC(=O)Nc2ccc(OC(F)F)cc2)nnc1-c1ccco1,-6,-1.2,-4,1.0,0,-1.3,3,3.0,2,2.0,-1.4
CCOc1ccc(NC(=O)CCC(=O)NNC(=O)COc2ccc(C)cc2)cc1,-5,-0.7,1,0.5,2,0.6,4,2.8,-3,0.7,-0.3
COc1ccc(C2(C(=O)Nc3ccccc3)CCOCC2)cc1,-6,0.6,-4,-0.1,4,-0.8,-2,1.1,7,2.0,-0.9
O=C(COc1ccc(Cl)cc1)N/N=C/CCc1ccccc1,3,-1.8,0,0.4,-1,-0.6,1,0.6,0,0.7,-0.6
COc1cccc(-c2nc3ccccc3c(=O)o2)c1,8,1.4,-2,0.3,4,1.7,3,3.3,1,4.2,0.5
Cc1cc(Cl)ccc1OCC(=O)NNC(=O)C1CCCO1 (configuration not stated),0,0.1,-9,0.3,-1,0.2,3,1.8,-5,2.0,-0.7
CC(C)(C)c1nnc(NS(=O)(=O)c2ccc(F)cc2)s1,2,-0.8,0,-0.2,5,2.6,-3,0.7,-12,0.5,-1.3
COCCCNC(=O)c1cccc(NC(=O)c2ccccc2)c1,-1,-2.1,-3,-0.4,0,-0.8,3,-0.4,-1,1.2,-0.6
O=C(N/N=C/c1ccoc1)c1cccc(OC(F)(F)C(F)F)c1,-3,-3.0,0,0.2,-3,-0.3,-11,1.5,-3,1.4,-1.9
Cc1ccc(S(=O)(=O)N2CCC(=O)N([C@H](COCc3ccc(Cl)cc3)C(C)C)CC2)cc1,-1,-3.2,0,-0.5,-1,·,-2,2.2,-15,·,-1.3
COc1ccc(CN(C)C2c3ccccc3-c3ccccc32)cc1,6,-0.1,3,-0.1,1,0.4,0,0.1,2,0.8,-1.5
Cc1cccc(-c2noc(-c3ccoc3C)n2)c1,4,0.3,-4,0.9,5,0.8,0,5.4,2,5.7,-0.1

# Shown with bars between the fields: part of the list above.
Molecule | ADAM10 inh | hcDAF12 agonist | ADAM17 inh | DAX1 inh-1 | PLCg1 inh | DAX1 inh-2 | PLCb3 inh | hgDAF-12 ag | HGIII-sPLA2 inh | FXN GAA850 act | ssDAF-12 act
Cc1cc(Cl)ccc1OCC(=O)NNC(=O)C1CCCO1 (configuration not stated) | 0 | 0.1 | -9 | 0.3 | -1 | 0.2 | 3 | 1.8 | -5 | 2.0 | -0.7
O=C(N/N=C/c1ccoc1)c1cccc(OC(F)(F)C(F)F)c1 | -3 | -3.0 | 0 | 0.2 | -3 | -0.3 | -11 | 1.5 | -3 | 1.4 | -1.9
COc1ccc(CN(C)C2c3ccccc3-c3ccccc32)cc1 | 6 | -0.1 | 3 | -0.1 | 1 | 0.4 | 0 | 0.1 | 2 | 0.8 | -1.5
Cc1cccc(-c2noc(-c3ccoc3C)n2)c1 | 4 | 0.3 | -4 | 0.9 | 5 | 0.8 | 0 | 5.4 | 2 | 5.7 | -0.1

# Additional entries:
SMILES,ADAM10 inh,hcDAF12 agonist,ADAM17 inh,DAX1 inh-1,PLCg1 inh,DAX1 inh-2,PLCb3 inh,hgDAF-12 ag,HGIII-sPLA2 inh,FXN GAA850 act,ssDAF-12 act
COc1ccccc1-c1ccc(/C=C2\C=CC(=O)O2)o1,-56,-1.5,-22,-0.2,-128,·,-197,-3.1,1,3.9,-1.5
O=C(c1ccco1)N1CCN(c2ccc([N+](=O)[O-])cc2Cl)CC1,10,-2.0,-2,0.4,2,0.7,-26,-3.2,-5,2.4,-1.1
O=C(Nc1cccc(Br)c1)c1cc(S(=O)(=O)N2CCOCC2)cs1,4,-0.6,-1,0.7,4,-0.3,0,-0.1,4,-1.0,-0.4
OCCC1CN(Cc2ccc3c(c2)CCO3)CCN1C1CCCC1 (configuration not stated),-1,-0.3,-2,0.2,-2,0.4,-5,-2.4,-1,0.0,-0.7
Cc1onc(C(=O)Nc2cccnc2Cl)c1[N+](=O)[O-],-3,-1.1,-1,-0.6,5,0.0,-1,-0.1,2,1.1,-0.8
Cc1c[nH]c2cccc(OCC(CNC(C)(C)C)OC(=O)c3ccccc3)c12 (configuration not stated),3,-0.1,-5,0.4,0,-0.2,-4,1.1,-24,-4.4,-1.0
O=C(CCCNC(=O)c1ccc(Cl)cc1)Nc1ncccc1O,-7,-0.6,0,1.2,-4,0.2,-3,-1.3,2,1.9,-1.1
CC(C)n1nnnc1C1(C)CCCCC(=O)N1Cc1cccc(C(F)(F)F)c1 (configuration not stated),4,-2.0,2,0.5,2,·,4,8.4,8,·,-0.3
CCCOC1CCCN(C(=O)c2cc(COc3cncc(Cl)c3)on2)C1 (configuration not stated),-4,3.3,5,0.4,2,1.3,-8,4.3,5,3.8,-0.2
CCC(C)Nc1nc(N)c([N+](=O)[O-])c(NCCO)n1 (configuration not stated),-1,-1.4,-2,0.5,4,0.3,-4,0.5,0,2.6,-0.8
CCOC(=O)c1sc2ncn(/N=C/c3ccc(O)c(OC)c3)c(=O)c2c1C,-5,-1.2,-5,-0.4,0,0.6,-5,4.0,1,-0.1,-1.4
COc1ccc(C2=NN(C(C)=O)CC2c2cccc([N+](=O)[O-])c2)cc1 (configuration not stated),7,-2.5,2,-0.6,1,-0.1,-4,-0.2,-6,2.2,-1.4
COc1cc2c(c3ccccc13)CCCC2=O,i,-0.7,-475,-0.2,i,0.2,i,2.3,3,0.8,-0.4
O=C(/C=C/c1ccc(Cl)cc1)Nc1ccc(N2CCOCC2)cc1,2,-0.8,3,-0.6,0,-0.9,-3,-0.3,2,-1.2,-1.5
CC(=O)c1ccc(Nc2nc(NCCO)nc(OC(C(F)(F)F)C(F)(F)F)n2)cc1,7,-2.6,2,-0.1,3,0.0,1,-2.5,-8,-0.6,-1.4
COc1ccc(NC(=O)Nc2ccc3c(c2)CCC3)cc1OC,7,-1.2,0,0.4,4,-0.4,0,-0.2,-1,2.2,-1.2
CCOc1ccc2nc(SCC(=O)NC3CCCc4ccccc43)sc2c1 (configuration not stated),-4,-3.2,-3,-0.2,0,1.3,-5,-1.7,14,4.7,-1.3
O=C(NC1CCCCCC1)C1CC(=O)N(Cc2ccccc2)C1 (configuration not stated),-5,-1.7,-10,0.2,0,0.1,-1,-1.1,2,-1.9,-1.0
O=C1CN(C(=O)COc2c(F)c(F)cc(F)c2F)c2ccccc2N1,3,3.1,2,1.4,-1,0.1,-5,1.3,4,-0.1,0.5
CCC(=O)Nc1c2c(nc3c1CCC3)CCCC2,-6,-1.2,-4,0.4,-2,1.1,2,0.8,4,-1.7,-1.1
Cn1c(SCc2ccccc2Br)nc2ccccc2c1=O,0,-1.8,-6,0.2,0,0.0,-7,-0.3,8,2.0,-1.4
CCN(CC)C(=O)C1CCN(Cc2ccc(OCc3ccccc3)c(OC)c2)CC1,4,-1.9,3,0.2,6,-0.4,-1,2.4,1,-0.3,-1.6
CN(C)c1cccc(NC(=O)c2cccc3c(-c4ccc(F)c(F)c4)coc23)c1,17,-1.1,-1,0.3,-5,·,-17,3.0,4,2.6,-1.0
C=CCN(C(=O)CCC(=O)Nc1cc(C)on1)C(C(=O)NC(C)(C)C)c1ccc(OC)cc1 (configuration not stated),1,-1.6,-2,-0.3,-1,0.2,-6,0.6,-3,-0.3,-1.2

# Reprinted from the part before: two entries, followed by the next part.
SMILES,ADAM10 inh,hcDAF12 agonist,ADAM17 inh,DAX1 inh-1,PLCg1 inh,DAX1 inh-2,PLCb3 inh,hgDAF-12 ag,HGIII-sPLA2 inh,FXN GAA850 act,ssDAF-12 act
CN(C)c1cccc(NC(=O)c2cccc3c(-c4ccc(F)c(F)c4)coc23)c1,17,-1.1,-1,0.3,-5,·,-17,3.0,4,2.6,-1.0
C=CCN(C(=O)CCC(=O)Nc1cc(C)on1)C(C(=O)NC(C)(C)C)c1ccc(OC)cc1 (configuration not stated),1,-1.6,-2,-0.3,-1,0.2,-6,0.6,-3,-0.3,-1.2
COC(=O)C1C2CCC(C2)C1C(=O)OCC(=O)c1ccccc1 (configuration not stated),-1,-0.3,-5,0.8,-4,-0.3,0,1.8,6,1.2,-1.7
O=c1[nH]c2cc3c(cc2cc1C(c1nnnn1C1CCCC1)N1CCSCC1)OCCO3 (configuration not stated),-239,0.3,-79,-0.4,-26,-1.0,-37,-1.2,2,1.1,-1.6
CC(C)Oc1ccc(CNC(=O)CCCN2C(=O)C(c3ccccc3)Oc3cccnc32)cc1 (configuration not stated),0,-1.4,0,-0.8,1,0.7,4,0.8,6,-0.1,-1.4
Cn1c(SCC(O)c2ccccc2)nnc1-c1ccc2ccccc2c1 (configuration not stated),-1,-0.9,-4,-0.3,-9,-1.0,-6,-0.7,10,-0.9,-1.2
COc1ccccc1N(C(=O)NCc1ccccc1)C1=NCC(C)S1 (configuration not stated),-4,0.1,-1,-0.8,-4,1.1,-3,4.3,-4,-0.2,-1.0
Cc1nn(-c2ccccc2)c(Cl)c1/C=N/O,3,-2.8,-1,0.2,6,1.9,1,-1.1,2,5.1,-1.3
COc1ccc(-n2c(Cc3cccn3C)nnc2SCC(=O)Nc2ccc(C)cc2C)cc1,-11,-2.0,1,-1.3,1,-0.6,-1,-1.9,-31,-1.6,-1.2
Cc1cccc(N2CCN(C(=O)C3CC(=O)N(C4CCCC4)C3)CC2)c1C (configuration not stated),-5,-2.8,-2,-4.7,-3,-1.4,-10,-2.4,-1,0.7,-1.6
Cc1csc(SCC(=O)Nc2oc(C)c3c(C)n[nH]c(=O)c23)n1,-5,2.0,4,0.0,-1,-0.2,-2,4.7,0,0.2,-0.7
O=C(CCNS(=O)(=O)c1ccc(Cl)cc1)N1CCN(Cc2ccccc2)CC1,-6,-0.5,-5,-0.7,0,-0.8,-2,-1.4,-2,-2.7,-2.0
CN(CCc1ccccn1)C(=O)CCNC(=O)Cn1cnc2ccccc2c1=O,-1,-0.2,-4,0.9,0,0.7,3,-0.3,-1,2.7,-0.8
Cc1ccnc(NCc2c(O)ccc3ccccc23)c1,-21,0.1,-11,0.1,0,-0.2,-5,2.0,-17,-0.9,0.1
Cc1ccc(S(=O)(=O)N2CC3CCCC2C3)cc1 (configuration not stated),5,-2.1,1,0.0,3,·,-3,-2.5,16,0.6,-2.2
CN(C)NC(=O)C(NC(=O)c1ccccc1)C12CC3CC(CC(C3)C1)C2 (configuration not stated),1,-1.2,0,-0.7,0,1.7,2,-0.3,-1,0.9,-0.9
COC(=O)C1=C(C)NC(C)=C([N+](=O)[O-])C1c1ccccc1C(F)(F)F (configuration not stated),-10&-29,-0.1&0.3,-3&-11,-0.5&-0.9,-8&-15,0.4&-1.5,-10&-21,0.2&0.8,-13&-5,-1.5&0.6,-1.0&-1.7
CCn1nc(NC(=O)c2cccnc2)c2cc3ccccc3nc21,-59,-1.0,-26,-0.9,-132,-3.1,-177,-2.0,-1,-2.9,-1.6
COc1ccc(S(=O)(=O)N2CCOCC2)cc1C(=O)NC1CCCCC1,6,-2.0,-3,0.5,1,-0.2,-2,0.0,0,2.9,-1.6
CCCc1cc(=O)oc2cc(OCC(=O)N(C)C)c(Cl)cc12,-5,0.5,-2,0.1,4,0.0,4,-1.9,-1,2.3,-1.2
